Assay outcomes (PubChem)
Gal4-VP16 FLuc – counter-screen for ROR gamma inhibitors: Gal4-VP16 reporter. Drosophila S2 Gal4-VP16 UAS-luciferase, luminescence, 20 h. Potency, µM (series often up to 53.6 µM), without a hit: at the top dose activity, negative = inhibition, actives largely listed as inhibitors. 310,000 tested, 3.5% active;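 further: Gal4-VP16 expression switched on by copper sulfate through the metallothionein promoter; potency means the concentration at half of the fitted maximal effect; on the % scale 0 is the no-effect control and ±100 the full control effect; nearly all actives have a fitted effect of over 50% in size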
Coupling enz – counter-screen for Giardia aldolase inhibitors: coupling enzyme system; coupling enzyme system counterscreen, AmpLite Red fluorescence; activity change, negative = inhibition, % at 58.2 µM, hits read low; 290,000 tested, 0.67% active; in the data active means activity change below about -30%; further: on the % scale 0 is the no-effect control and ±100 the full control effect
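Final compound at 57.5 uM, incubated 10 min at RT with coupling enzyme reagent (glyceraldehyde-3-phosphate), then 20 min with substrate and AmpLite Red detection. Fluorescence read at 525/598 nm; tests interference with the coupling assay, not aldolase inhibition.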
Tb PFK inh – blocks T. brucei phosphofructokinase; O15648; AID 485367; Potency, µM (doses to about 57.5 µM), for inactives: at the top dose activity, negative = inhibition, actives largely listed as inhibitors; T. brucei PFK, ADP-Glo luminescence; 330,000 tested, 0.17% active;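 further: potency means the concentration at half of the fitted maximal effect; 0% = uninhibited 1x PFK enzyme wells and -100% = no-enzyme wells; nearly all actives have a fitted effect of over 60% in size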
Target sequence (O15648 whole entry, looked up): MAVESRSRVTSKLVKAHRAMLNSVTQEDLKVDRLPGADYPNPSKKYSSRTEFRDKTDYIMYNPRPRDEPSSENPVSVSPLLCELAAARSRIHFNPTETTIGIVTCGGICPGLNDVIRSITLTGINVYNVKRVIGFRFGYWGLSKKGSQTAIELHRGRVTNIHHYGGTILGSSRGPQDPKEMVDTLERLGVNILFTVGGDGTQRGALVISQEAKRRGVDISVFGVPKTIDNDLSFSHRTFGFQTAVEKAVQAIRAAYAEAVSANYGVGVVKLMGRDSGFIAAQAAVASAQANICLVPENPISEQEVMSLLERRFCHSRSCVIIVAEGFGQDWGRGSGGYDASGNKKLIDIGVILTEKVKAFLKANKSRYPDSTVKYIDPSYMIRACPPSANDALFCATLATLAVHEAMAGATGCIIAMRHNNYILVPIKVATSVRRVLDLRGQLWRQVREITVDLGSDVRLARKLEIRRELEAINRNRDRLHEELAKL
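PFK 1.25 nM, F6P 0.5 mM, ATP 0.1 mM, 0.1 M TEA pH 8.0, 5 mM MgCl2, 0.01% Tween20, 0.1% BSA; 45 min RT. ADP-Glo readout. qHTS titration up to 57 uM; curves fitted, compounds curve-classed.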
RORgamma inh – ROR gamma (mouse) transcription inhibition | P51450 | Drosophila S2 Gal4-RORgamma UAS-luciferase reporter, 20 h | Potency, µM (highest dose often 53.6 µM), for inactives: at the top dose activity change, negative = inhibition, usual class: inhibitors | 310,000 tested, 5.4% active; further: potency means the concentration at half of the fitted maximal effect; on the % scale 0 is the no-effect control and ±100 the full control effect; nearly all actives have a fitted effect of over 60% in size
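In this cell-based reporter format, copper sulfate (700 uM final) drives Gal4–ROR gamma fusion expression from a metallothionein promoter in Drosophila Schneider cells; compounds preincubated 1 hr, reporter read after 20 hr at ambient temperature.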
uPA generation – inhibitors of cell surface uPA generation | cell surface uPA generation assay, qHTS | Potency, µM (titrated, usually from 38.3 µM), inactives show at the highest dose activity change, negative = inhibition, hits mostly inhibitors | 330,000 tested, 0.31% active; active means well fitted inhibition curve with a large enough effect; inconclusive means small, poorly fitted or top-dose-only effect; inactive means no such curve, though single readings can be large or run the other way; tested in mouse RAW 264.7 cells; further: potency means the concentration at half of the fitted maximal effect; on the % scale 0 is the no-effect control and ±100 the full control effect; nearly all actives have a fitted effect of over 55% in size
FLuc counter – inhibits or activates purified firefly luciferase, miR-21 counter-screen | P08659 | purified FLuc, Km substrates, luminescence inhibition | Potency, µM (doses to about 57.5 µM), for the others: at the highest dose activity change, negative = inhibition, hits mostly inhibitors | 360,000 tested, 6.9% active | AID 588342;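 further: potency means the concentration at half of the fitted maximal effect; plate controls were vehicle for no effect and reference inhibitor for full effect; nearly all actives have a fitted effect of over 55% in size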
Target sequence (P08659 whole entry, looked up): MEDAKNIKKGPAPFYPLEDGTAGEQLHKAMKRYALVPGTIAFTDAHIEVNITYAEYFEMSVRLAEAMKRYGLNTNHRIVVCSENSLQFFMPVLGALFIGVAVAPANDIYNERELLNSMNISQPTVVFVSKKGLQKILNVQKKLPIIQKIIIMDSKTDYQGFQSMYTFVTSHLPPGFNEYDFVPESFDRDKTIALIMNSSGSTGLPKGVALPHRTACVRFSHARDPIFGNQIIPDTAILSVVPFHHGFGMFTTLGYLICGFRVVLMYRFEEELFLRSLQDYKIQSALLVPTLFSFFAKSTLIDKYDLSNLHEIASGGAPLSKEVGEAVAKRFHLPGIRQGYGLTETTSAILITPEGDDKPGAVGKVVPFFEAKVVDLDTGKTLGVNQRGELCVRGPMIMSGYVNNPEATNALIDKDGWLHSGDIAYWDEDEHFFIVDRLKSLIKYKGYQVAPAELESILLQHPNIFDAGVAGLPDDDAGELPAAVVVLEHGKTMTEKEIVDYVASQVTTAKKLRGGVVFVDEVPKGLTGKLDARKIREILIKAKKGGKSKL
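Purified P. pyralis luciferase, 10 nM final, with Km-level 10 uM D-luciferin and 10 uM ATP in 50 mM Tris acetate pH 7.5, 10 mM Mg acetate, 0.01% Tween-20, 0.05% BSA; 6-point qHTS titration about 60 µM downward; luminescence read.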
KCNH2 3.1 block – KCNH2 3.1 (human) potassium channel inhibition | activity change, % (tested at about 1.8 µM) | U2OS KCNH2 3.1, thallium flux FluxOr; active compounds read low | 340,000 tested, 0.95% active;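 active means maximum activity change below -70%; inconclusive means maximum activity change from -70% to -50%; inactive means maximum activity change above -50%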;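 further: thallium influx rate constant from kinetic fluorescence after stimulation buffer; on the % scale 0 is the no-effect control and ±100 the full control effect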
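Measured as rate of thallium-driven FluxOr signal in transduced U2OS cells carrying the 3.1 channel, read kinetically for 2 min upon stimulation; values are rate constants scaled to DMSO control wells.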
Giardia killer – Giardia lamblia killing | Giardia lamblia trophozoite viability | activity change, % at 7.66 µM, hits read low | 340,000 tested, 0.15% active | AID 540267; in the data active means activity change below about -80%; inconclusive means between about -30% and that limit;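 further: parasites exposed to compound for two days anaerobically before the ATP read; on the % scale 0 is the no-effect control and ±100 the full control effect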
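Killing of trophozoites was scored by loss of ATP luminescence after a 48 hrs anaerobic exposure to compounds at 37 deg C, using 100 cells per well.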
Rab9 promoter act – activators of Rab9 promoter. Potency, µM (doses to about 9.22 µM), without a hit: top-dose activation, negative = inhibition, actives largely listed as activators. 320,000 tested, 2.8% active. AID 485297. Huh7 Rab9 promoter-luciferase reporter, luminescence, 24 h; further: potency means the concentration at half of the fitted maximal effect; % of control where 0% means no effect; nearly all actives have a fitted effect of over 60% in size
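Using Huh7 cells stably transfected with Rab9 promoter–luciferase, compounds were incubated 24 h at 37 °C, 5% CO2; luciferase luminescence was read 10 min after reagent addition.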
NPC1 promoter act – activators of NPC1 promoter | Huh7 NPC1 promoter luciferase reporter, 24 h | Potency, µM (series often up to 9.22 µM), inactives show top-dose activation, usual class: activators | 320,000 tested, 2.4% active;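 further: potency means the concentration at half of the fitted maximal effect; % of control where 0% means no effect; nearly all actives have a fitted effect of over 60% in size; reporter is driven by a mutant NPC1 promoter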
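Stable NPC1-promoter luciferase Huh7 line; cpd (DMSO) 24 h, 37 °C, 5% CO2; Amplite luciferase reagent 10 min RT; luminescence readout. qHTS format.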
ELG1 genotox – induces genotoxicity in HEK293T cells with luciferase-tagged ELG1. HEK293T ELG1-luciferase reporter, luminescence, 16 h. Potency, µM (series often up to 46 µM), for inactives: top-dose activity change, positive = activation, most hits filed as activators. 330,000 tested, 1.3% active. AID 504466; further: potency means the concentration at half of the fitted maximal effect; % of control where 0% means no effect; nearly all actives have a fitted effect of over 60% in size
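Genotoxicity was scored as increased ELG1-luciferase reporter signal, measured by ONE-Glo luminescence (30 min, room temperature). Compound or vehicle exposure of the HEK293T reporter cells lasted 16 hr at 37°C.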
* = called active by the depositor; u = inconclusive; x = not tested or not shown; [ ] = dose if it differs, or a comment. Unless noted, the call rests on the fitted dose curve; in most records, active means well fitted curve in the direction sought with a large enough effect; inconclusive means small, poorly fitted or top-dose-only effect, or another doubt; inactive means no such curve, though single readings can be large; an effect the other way counts as inactive or inconclusive. Compounds were not picked by outcome. About 14% of those tested had a hit in this group.

Results follow in this order: Gal4-VP16 FLuc, Coupling enz, Tb PFK inh, RORgamma inh, uPA generation, FLuc counter, KCNH2 3.1 block, Giardia killer, Rab9 promoter act, NPC1 promoter act, ELG1 genotox
O=C(O)CCN1C(=O)C2C3c4ccccc4C(c4ccccc43)[C@@H]2C1=O (stereo partly specified)
    -10%, 7, 1%, 14%, 9%, -2%, 1, u, 0%, -2%, -5%
CNc1nc(Nc2ccccc2)nc(OCC(F)(F)F)n1
    -3%, 4, 1%, 27%, -10%, -7%, 12, 36[activator], 0%, 1%, 3%
Cc1cc(S(=O)(=O)N2CCN(c3ncccn3)CC2)ccc1-n1cnnn1
    1%, 2, -1%, -6%, -1%, 1%, -9, 4, -2%, 3%, -2%
CC(C(=O)NCc1ccccc1)N1CCN(c2ccc(F)cc2)CC1 (stereo unspecified)
    13%, 0, 2%, -3%, 3%, -1%, -8, -17, -2%[1.84 µM], 0%, -2%
C/C(CC(=O)Nc1ccc(N(C)C)cc1)=N\NC(=O)c1ccc([N+](=O)[O-])cc1Cl
    u, -5, 0%, u, 0%, -2%, -24, -3, 11%, -4%, -3%
Cc1c(Cl)c([N+](=O)[O-])nn1CC(=O)Nc1c(C)n(C)n(-c2ccccc2)c1=O
    -6%, -1, 0%, -1%, 1%, 1%, -4, -1, -10%, 4%, -2%
COC(=O)C1(C)NC(c2ccco2)C2C(=O)N(c3ccc(C)cc3)C(=O)C21 (stereo unspecified)
    9%, 0, -4%, 5%, 3%, 0%, -11, 13, 2%, -2%, -2%
CCCc1cc(C(=O)N2CCN(c3ccc(C(F)(F)F)cn3)CC2)sc1C
    -2%, -2, -2%, u, -2%, -10%, -26, -2, -1%, -3%, 2%
CN(C)c1ccc(C#Cc2ccc3cc(CCCO)oc(=O)c3c2)cc1
    x, x, 1%, x, -11%, 1.7µM*, -5, -22, 1%, 2.8µM*, u
CCOC(=O)Cn1cc(/C=N/NC(=O)CC#N)c2ccccc21
    2%, 1, 0%, 2%, 2%, 1%, 8, -24, -2%, -5%, 0%
COc1ccc(CNC(=O)CN2C(=O)NC(C)(c3cccc(Br)c3)C2=O)cc1 (stereo unspecified)
    4%, -2, 1%, 22%, 11%, 1%, 7, 1, -4%, -4%, -4%
CC1CN=C(N(Cc2ccccc2)C(=O)Nc2ccccc2)S1 (stereo unspecified)
    14%, 3, 4%, 14%, -6%, u, -34, 23, 15%, 1%, 21%
CN1C(=O)C2(OCC(CO)([N+](=O)[O-])CO2)c2ccccc21 (stereo unspecified)
    12%, 3, 4%, 31%, -29%, -3%, -27, -2, 11%, 14%, u
Cc1cc(C(=O)N/N=C/c2ccc(O)c(O)c2O)c(C)n1-c1ccccc1
    -22%, -33*, u, u, -15%, 11µM*, -6, 7, -3%, 0%, -5%
COc1ccc(-c2ocnc2C(=O)N2CCN(Cc3cccnc3)CC2)cc1
    4%, -1, -2%, 14%, -1%, 5%, 6, -19, 1%, -2%, -4%
Cc1cc(C)n(C(=O)c2cc([N+](=O)[O-])cc([N+](=O)[O-])c2)n1
    -7%, 1, 5%, -18%, 1%, -1%, 4, 17, -1%, 1%, 1%
COc1ccccc1NC(=O)CN1CCN(C2c3ccccc3-c3ccccc32)CC1
    u, 0, 1%, u, 7%, 0%, -21, -2, -3%, 2%, -14%
CC(=O)Nc1ccc(NC(=O)CCCN2C(=O)c3ccccc3C2=O)cc1
    10%, 4, -2%, -12%, 2%, -1%, 12, 13, 0%, -2%, 3%
O=C(NCCCN1CCCC1=O)NC12CC3CC(CC(C3)C1)C2
    3%, 0, -6%, -14%, 0%, 4%, 2, -4, -5%, -3%, 1%
Cc1cc(S(=O)(=O)NCC(c2ccc(F)cc2)N2CCN(C)CC2)ccc1F (stereo unspecified)
    x, x, -1%, x, 2%, -2%, -12, 12, 1%, -1%, -3%
Cn1cccc1C(=O)OCc1ccc(C(C)(C)C)cc1
    u, 0, 0%, u, 0%, 11µM*, -5, -8, u, -35%[inhibitor], u
COc1ccc(-c2csc(NC(=O)CCCc3cccs3)n2)cc1
    -3%, 3, -3%, 23%, 5%, 6%, 1, 3, -8%, -5%, 0%
CCn1ncc2c1C(=O)NC1c3ccccc3C(=O)N21 (stereo unspecified)
    5%, 3, 1%, u, -6%, u, -1, -17, -2%, 9%, 9%
Cc1ccc(CN2CCC(n3nccc3NC(=O)c3ccccc3C)CC2)o1
    u, -2, -13%, u, -2%, 3%, 7, 1, 4%, 4%, 3%
COC(=O)c1ccc(C(=O)OC)c(NC(=O)C2CC2)c1
    -7%, 3, -1%, 14%, 5%, 7%, 9, 3, -2%, -5%, -2%
CO/N=C(/C)CCS(=O)(=O)c1ccccc1
    3%, 2, -2%, 0%, -1%, 0%, -5, -2, -2%, -1%, 2%
C=CCn1c(-c2csc(-c3ccc(OC)c(OC)c3)n2)n[nH]c1=S
    u, -2, 2%, 2µM*, -15%, 3%, -15, -4, -7%, -3%, 8%
Cc1nc(-c2ccccc2)sc1-c1nc(-c2cccs2)ncc1S(=O)(=O)c1ccccc1
    -3%, -2, 4%, 0%, x, 3%, x, x, -2%, -3%, 3%
CCN1C(=O)CSc2ccc(C(=O)NCc3ccco3)cc21
    1%, -1, 5%, u, x, -16%, 2, -21, -3%, 0%, 2%
O=S(=O)(c1ccc(NC2CCCc3ccccc32)nc1)N1CCOCC1 (stereo unspecified)
    0%, -2, 1%, 28%, 3%, 1%, -2, -7, 2%, 1%, -4%
CC(=O)Oc1ccc(NC(=O)CCC2CCCCC2)c(C(=O)O)c1
    -14%, 1, -5%, 30%, 1%, u, 7, -2, 1%, 0%, -2%
COc1ccc(NC(=O)c2sc(SC)nc2N)cc1
    14%, 0, 1%, 16%, -8%, 12µM*, -6, -7, u, u, 18µM*
COC(=O)c1ccc(CN2CCc3ccccc32)cc1
    1%, -1, u, 21%, 5%, -16%, 8, -20, 2%, -1%, -2%
CCOC(=O)Cc1csc(NC(=O)Nc2cccc(Cl)c2)n1
    4%, -1, 5%, 40%, 8%, 5.4µM*, -5, -1, -3%, 0%, 0%
CC1/C(=N/O)C(CN(C)C)C2CC1C2(C)C (stereo unspecified)
    -7%, 1, -14%, 0%, 4%, 14%, 12, 2, 8%, 6%, -3%
COc1ccc(N(C(=O)CNC(=O)c2ccco2)C(C(=O)NC2CCCCC2)c2cccnc2)cc1 (stereo unspecified)
    -2%, 1, 1%, 3%, -2%, 2%, -19, 5, -1%, 1%, 2%
Cc1c(C(=O)N(CCc2ccccc2)Cc2ccccc2)cccc1[N+](=O)[O-]
    21%, 0, 3%, 1%, -8%, -1%, -2, -26, 10%, 1%, -25%
CCOC(=O)c1oc2ccccc2c1NC(=O)Cc1cccs1
    -5%, 6, 0%, 0%, -14%, -6%, 14, -6, 5%, -2%, 0%
O=C(CSCc1ccc(Cl)cc1)N1CCOCC1
    -6%, 0, 0%, -10%, 2%, u, 12, 5, -4%, 11%, 10%
Cn1c(=O)c2c(nc(SCC(=O)NCC3CCCO3)n2Cc2ccc(F)cc2)n(C)c1=O (stereo unspecified)
    1%, -3, 0%, -17%, 1%, -2%, 30, -11, -16%, 1%, -12%
COc1ccc(C(C(=O)NC2CCCC2)N(CCN(C)C)C(=O)c2snc(C(N)=O)c2N)cc1 (stereo unspecified)
    -2%, -2, 1%, 11%, x, -1%, 29, 15, -4%, -2%, 2%
CN1CCc2c(sc3c2C(=O)NC(/C=C\c2ccccc2)N3)C1 (stereo unspecified)
    -1%, -8, 1%, -17%, 5%, -18%, -30, -14, -4%, 6%, -3%
CC(=O)C1=NN(c2ccccc2)C(c2cccs2)N1c1ccc(N(C)C)cc1 (stereo unspecified)
    u, -2, -3%, -22%, x, 2%, -32, -7, -3%, -1%, -22%
CCOC(=O)Cc1c(C)c2c(C)[nH]nc2oc1=O
    -3%, -28, 0%, -19%, 4%, -1%[2.3 µM], -2, -1, 10%, 9%, 0%
CCc1ccccc1NNC(=O)CCc1ccccc1
    1%, 0, 0%, 15%, 0%, 0%, 1, -21, -1%, -1%, 3%
CC(=O)Oc1ccc2oc(/C=C/N(C)C)c([N+](=O)[O-])c2c1
    -4%, -1, -5%, -17%, -5%, 15µM*, -16, -20, 20%, 28%, u
CCOc1ccccc1NC(=S)N1CCC(c2nc3ccccc3o2)CC1
    u, 3, 0%, 11µM*, -20%, 1%, 15, -23, -7%, -2%, -3%
O=C(O)CCn1nnc2ccccc21
    -11%, 4, 0%, -32%, -2%, 0%, -10, -26, 3%, -1%, 2%
O=C(COC(=O)/C=C/c1cccc(Cl)c1)NCc1cccs1
    x, x, 1%, x, 5%, x, -5, 5, x, x, 0%
N#Cc1cccc(Nc2c3c(nc4ccccc24)CCCC3)c1
    u, 4, -3%, u, 1%, -10%, -95*, 7, -7%, -1%, -18%
